# Assay outcomes (PubChem BioAssay)
# LDHA block: qHTS assay for inhibitors of human lactate dehydrogenase | 480,000 compounds, 0.15% hits | purified LDHA, NADH/diaphorase-resazurin fluorescence; hits give low values | L-lactate dehydrogenase A chain (Homo sapiens), P00338 | activity change, % (values are at about 110 or 230 µM) | AID 1347041, 2019; in the data active = activity change below about -30%; inconclusive = mostly about -25% to -30%;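 note: plate controls were DMSO wells for no effect and wells without enzyme for full effect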
#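 LDH5 2 nM; NADH 0.06 mM, pyruvate 0.2 mM; 200 mM Tris pH 7.4, EDTA, Tween-20; 5 min RT. Detection: diaphorase 0.133 mg/mL + resazurin 37 µM, fluorescence ex540/em590 at 0 and 20 min; normalized to enzyme-free and DMSO wells.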
# ERG-DNA inh: qHTS for Small Molecule Inhibitors of the ERG Ets/DNA interaction; fluorescence polarization, His-ERG Ets domain / labelled DNA; 370,000 compounds, 0.028% hits; Transcriptional regulator ERG (Homo sapiens), P11308; Potency, µM (titrated, usually from 76.9 µM), for inactives: top-dose FP activity, negative = inhibition, usual class: inhibitors; AID 624246, 2012; active = well fitted inhibition curve with a large enough effect in the polarisation, with a control signal flat; inconclusive = small, poorly fitted or top-dose-only effect, or effect the other way, or a change in a side signal; inactive = no such curve, though single readings can be large or run the other way; the % refers to the polarisation;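 note: polarization taken with two DNA probes labelled with fluorescein and Texas red; potency is the fitted concentration of half-maximal effect; % of control where 0% means no effect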
# Target sequence (P11308 whole entry, looked up, the tested form may be a part): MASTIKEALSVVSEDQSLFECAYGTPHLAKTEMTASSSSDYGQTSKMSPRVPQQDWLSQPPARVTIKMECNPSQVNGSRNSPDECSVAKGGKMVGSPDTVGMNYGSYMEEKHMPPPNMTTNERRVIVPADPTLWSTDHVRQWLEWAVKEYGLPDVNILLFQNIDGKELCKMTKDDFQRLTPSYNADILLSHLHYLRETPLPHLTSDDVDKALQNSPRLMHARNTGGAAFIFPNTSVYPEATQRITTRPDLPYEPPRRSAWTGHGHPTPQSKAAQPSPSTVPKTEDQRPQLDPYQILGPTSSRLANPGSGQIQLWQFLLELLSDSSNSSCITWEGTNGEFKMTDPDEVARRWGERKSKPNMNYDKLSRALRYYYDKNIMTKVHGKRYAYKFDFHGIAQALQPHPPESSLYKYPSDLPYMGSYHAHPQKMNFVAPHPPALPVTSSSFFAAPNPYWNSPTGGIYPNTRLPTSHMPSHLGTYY
#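 His-tagged ERG Ets domain (1 uM in the protein solution; 300mM KCl, 50mM Tris-HCl, 1mM EDTA, 1mM DTT, pH 7.5) received compound, then a probe mix of 5 nM fluorescein-DNA and 100nM Texas-615-DNA. Fluorescence polarization was read for both dyes.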
# Vif-APOBEC3F blk: qHTS for Inhibitors of Vif-A3F Interactions: qHTS | AID 602313, 2012 | HeLa A3F-eYFP + Vif (tagged APOBEC3F with the HIV-1 protein that degrades it), YFP fluorescence increase | Potency, µM (highest dose often 46.1 µM), for the others: top-dose activity, negative = active | 390,000 compounds, 0.2% hits; note: potency is the fitted concentration of half-maximal effect; % of control where 0% means no effect; nearly all actives have a fitted effect of over 65% in size
#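 HeLa cells stably expressing A3F-eYFP plus Vif, plated and incubated overnight at 37 deg C, then exposed to compounds overnight at 37 deg C. Blocked degradation read as raised yellow fluorescence (Ex 488/Em 500-530).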
# RGS4 inh: Inhibitors of Regulator of G Protein Signaling (RGS) 4: qHTS. 390,000 compounds, 0.039% hits. Regulator of G-protein signaling 4 (Homo sapiens), P49798. Potency, µM (titrated, usually from 114 µM), inactives show top-dose activity change, negative = inhibition, actives largely listed as inhibitors. Transcreener GDP fluorescence polarization, RGS4-accelerated GTP hydrolysis. AID 504845, 2011; note: potency is the fitted concentration of half-maximal effect; % is set by controls: 0 for no effect and ±100 for the full control effect; nearly all actives have a fitted effect of over 75% in size; some results filed as inactive show a strong effect at the top dose
# Target sequence (P49798 whole entry, looked up): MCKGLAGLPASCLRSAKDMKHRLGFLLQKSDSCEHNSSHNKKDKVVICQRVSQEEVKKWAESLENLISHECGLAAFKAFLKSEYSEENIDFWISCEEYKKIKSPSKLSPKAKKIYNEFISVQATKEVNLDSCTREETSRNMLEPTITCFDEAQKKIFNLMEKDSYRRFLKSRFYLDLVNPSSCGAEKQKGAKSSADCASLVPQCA
#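 MLSMR compounds (23 nl, pin-transferred) preincubated 10 min at room temperature with a 500nM (2x) first reagent, then RGS4 at 900nM (2x) plus Transcreener GDP mix added; fluorescence polarization (620/688 nm) read before and after 90 min at 30 °C.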
# D2 antagonist: HTS Assay for Allosteric Antagonists of the Human D2 Dopamine Receptor: Primary Screen for Antagonists; D(2) dopamine receptor (Homo sapiens), P14416; HEK293 TREx D2 cells, calcium flux, dopamine EC80; inhibition, % at 10 µM; 340,000 compounds, 2% hits; in the data active = inhibition above about 30%; note: 0% is about no effect
# Target sequence (P14416 whole entry, looked up): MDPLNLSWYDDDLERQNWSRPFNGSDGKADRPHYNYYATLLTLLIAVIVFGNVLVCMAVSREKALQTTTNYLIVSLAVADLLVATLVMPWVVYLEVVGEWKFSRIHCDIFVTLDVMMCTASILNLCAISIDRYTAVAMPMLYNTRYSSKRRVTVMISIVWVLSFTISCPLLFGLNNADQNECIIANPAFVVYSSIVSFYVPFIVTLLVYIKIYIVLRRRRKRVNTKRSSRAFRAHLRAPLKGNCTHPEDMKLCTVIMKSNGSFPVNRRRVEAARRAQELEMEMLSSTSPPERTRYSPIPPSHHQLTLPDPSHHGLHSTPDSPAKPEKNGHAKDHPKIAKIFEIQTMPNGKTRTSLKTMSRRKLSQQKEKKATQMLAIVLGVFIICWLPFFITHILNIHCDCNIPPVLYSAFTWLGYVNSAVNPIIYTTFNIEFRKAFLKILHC
#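 Measurement of antagonist activity uses fluorescent calcium dye in inducible HEK293 T-REx D2 cells: 10 s baseline, compound addition with 180 s read, EC80 dopamine addition with a further 180 s read.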
# 12-LOX inh: Primary qHTS assay for inhibitors of human arachidonate 12S-lipoxygenase (ALOX12): Round 2 | Polyunsaturated fatty acid lipoxygenase ALOX12 (Homo sapiens), P18054 | purified 12hLO, xylenol orange hydroperoxide absorbance | Potency, µM (highest dose often 108 µM), inactives show at the highest dose activity change, negative = inhibition, most hits filed as inhibitors | 580,000 compounds, 1.1% hits; note: potency is the fitted concentration of half-maximal effect; % is set by controls: 0 for no effect and ±100 for the full control effect
#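 Hydroperoxide product was detected by ferrous iron/xylenol orange as the 573 to 405 nm absorbance ratio. Arachidonic acid at 40 uM (final) was turned over for 30 min at room temperature by 150 nM human 12hLO, pH 7.0 Hepes buffer, after 15 min compound preincubation.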
# GRP78 ERSR act: qHTS for Inducers of the Endoplasmic Reticulum Stress Response (ERSR) in Human Glioma: qHTS. 420,000 compounds, 0.02% hits. U87-MG GRP78 promoter luciferase reporter, 16 h. AID 602332, 2012. Potency, µM, for inactives: at the highest dose activation, hits mostly activators; note: potency is the fitted concentration of half-maximal effect; series mostly up to about 76 µM; % of control where 0% means no effect; nearly all actives have a fitted effect of over 35% in size
#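 Stably transfected U87-MG glioma cells carrying a GRP78-based luciferase sensor; 16 h compound incubation. Luminescence end-point read 10 min after Bright-Glo addition at room temperature.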
# Vif-A3G inh: qHTS for Inhibitors of Vif-A3G Interactions: qHTS; DNA dC->dU-editing enzyme APOBEC-3G (Homo sapiens), Q9HC16; HeLa A3G-eYFP + Vif (tagged APOBEC3G with the HIV-1 protein that degrades it), YFP fluorescence, overnight; Potency, µM (top dose mostly 46.1 µM), inactives show at the top dose activity, negative = active, most hits filed as inhibitors; 410,000 compounds, 0.076% hits;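 note: potency is the fitted concentration of half-maximal effect; % is set by controls: 0 for no effect and ±100 for the full control effect; nearly all actives have a fitted effect of over 60% in size; hits raise eYFP signal because A3G escapes Vif-driven loss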
#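 HeLa cells stably expressing Vif and C-terminally eYFP-tagged A3G, seeded overnight at 37 deg C, then exposed to compound by pintool overnight at 37 deg C. Rise in yellow fluorescence (Ex 488/Em 500-530, Acumen) marks blocked Vif-driven A3G degradation.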
# D2 agonist: HTS Assay for Allosteric Agonists of the Human D2 Dopamine Receptor: Primary Screen for Agonists | D(2) dopamine receptor (Homo sapiens), P14416 | HEK293 T-REx D2 cells, calcium flux agonist mode | activation, % at 2 µM | 340,000 compounds, 0.53% hits | AID 485358, 2010;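 active = activation over 3 SD above normal in the single-dose calcium agonist read, cut at about 30% in these data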; note: 0% is about no effect
#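 HEK293 Trex D2 cells, tetracycline-induced, o/n 30 C 5% CO2; no-wash Ca dye, RT 30–90 min; 10-cycle baseline, 23 nl cpd added, kinetic Ca read 180 s; agonist hits = positive Ca response.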
# An asterisk follows results filed as active; ? = inconclusive; / = no result given; & = joins results of further samples; [ ] = remark or other dose. Unless noted, calls come from the whole dose curve; as a rule, active = well fitted curve in the direction sought with a large enough effect; inconclusive = small, poorly fitted or top-dose-only effect, or another doubt; inactive = no such curve, though single readings can be large; an effect the other way counts as inactive or inconclusive. This is a subset. The share of hits here may be higher or lower than overall.
SMILES,LDHA block,ERG-DNA inh,Vif-APOBEC3F blk,RGS4 inh,D2 antagonist,12-LOX inh,GRP78 ERSR act,Vif-A3G inh,D2 agonist
Cc1ccc(S(=O)(=O)N2CCC3(CC2)CC(=O)c2ccccc2O3)cc1,-6,-2%,-17%,-12%,16,?,-5%,0%,-0.7
Cc1ccc(S(=O)(=O)Nc2ccsc2C#N)cc1,-3,9%,2%,32%,7,-6%,6%,-10%,0.0
CC(=O)c1ccc2noc(-c3cccc(F)c3)c2c1,0,-4%,-8%,-23%,6,0%,1%,3%,1.3
NC(=O)c1ccccc1NC(=O)Nc1cccc(Cl)c1Cl,-2,-6%,9%,-19%,11,-9%,-1%,2%,0.4
O=C(Cc1ccc(NC(=O)N2CCCCc3ccccc32)cc1)Nc1ccccc1Br,-2,-1%,-1%,0%,/,-11%,0%,3%,-0.1
Cc1cccc(-n2ncc3c(NCCN4CCOCC4)ncnc32)c1,-3,-15%,4%,13%[11.4 µM],21,0%,5%,-3%,3.8
Cc1ccc(S(=O)(=O)N2CCN(C(=O)COC(=O)COc3ccc(Br)cc3)CC2)c(C)c1,-4,3%,-18%,1%,/,-2%,-2%,2%,/
Cc1ccc(OCC(=O)N2CCN(C3=NS(=O)(=O)c4ccccc43)CC2)cc1,-13,2%,-7%,1%,-16,11%,-3%,2%,0.3
CC(=O)Nc1ccc(NC(=O)c2cc(=O)c3ccccc3o2)cc1,-12&5&-4,-1%&-5%,-1%&-5%,-3%&-13%,-16,-13%&-5%&-21%,-1%&-3%,3%&-1%,0.4&-0.3
Cc1ccc(NC(=O)c2c(C)oc3ccc(O)c(CN4CCN(Cc5ccccc5)CC4)c23)cc1,-2,-2%,-1%,6%,/,-19%,-3%,7%,-0.3
C=CCn1c(N)c(C(=O)N2CCN(C)CC2)sc1=S,-13,-1%,-6%,-25%,8,-9%,-3%,1%,-0.8
O=C(c1ccc(OC2CCN(C/C=C/c3ccc(F)cc3)CC2)cc1)N1CCCC1,-5,-2%,-3%,13%,-21,3%,-5%,0%,-0.8
Cc1ccc(C(=O)C(C)OC(=O)c2nc(Cl)ccc2Cl)cc1 (configuration not stated),0,-7%,-4%,30%,-5,-15%,3%,2%,0.3
Cc1cc(=O)n2nc(N3CCCC(C(=O)NCc4ccccc4Cl)C3)sc2n1 (configuration not stated),0,-6%,3%,-6%[11.4 µM],4,20%,-1%,3%,-0.5
C/C(=N\NC(=O)c1ccc([N+](=O)[O-])c(C)c1)c1ccccc1Cl,-12,13%,-1%,4%,-4,1%,0%,-1%,-1.1
COc1ccc(CN2CCc3c(c(=O)n4ncc(C(=O)N5CCN(c6ccccc6OC)CC5)c4n3C)C2)cc1,2,-5%,3%,4%,/,-7%,-3%,3%,0.8
CCCCOc1ccc(C(=O)NCC(=O)NC2CC2)cc1,-3,-1%,-6%,-5%,2,-3%,1%,0%,1.5
CC(C)COc1ccc(C(=O)CCN2CCCCC2)cc1,-8,-17%,-2%,-109%,-10,-21%,6%,-20%,3.5
CC(C)C(C(=O)OCC(=O)c1ccc2c(c1)NC(=O)CO2)N1C(=O)c2ccccc2C1=O (configuration not stated),0,-5%,-3%,-43%,14,0%,-4%,0%,1.0
COc1ccccc1C(CNC(=O)C1CC(=O)N(Cc2ccc(C)cc2)C1)N1CCCC1 (configuration not stated),-4,14%,2%,11%,-23,5%,-3%,2%,0.7
S=C(NCc1ccncc1)NC1CCCCC1,-1,1%,-12%,-33%,-11,-3%,-1%,13%,-0.6
COc1cccc(N2[C@@H](CC(=O)O)c3cc(C(F)(F)F)ccc3S2(=O)=O)c1,3,4%,-1%,-6%,/,?,0%,4%,/
Cc1ccc(Sc2c(C)nn(C(=O)CNS(=O)(=O)c3ccc(F)cc3)c2C)cc1,-5,/,6%,-22%,-9,-26%,0%,-8%,-1.2
COc1ccc(/C=C/C(=O)Nc2ccc(NC(C)=O)cc2)cc1S(=O)(=O)N1CCOCC1,-2,5%,-1%,45%[11.4 µM],18,0%,-1%,2%,0.6
Cc1cccc(NS(=O)(=O)c2ccc(S(=O)(=O)N3CCCC3)cc2)c1,2,/,3%,/,/,-14%,-2%,0%,/
# (next part)
SMILES,LDHA block,ERG-DNA inh,Vif-APOBEC3F blk,RGS4 inh,D2 antagonist,12-LOX inh,GRP78 ERSR act,Vif-A3G inh,D2 agonist
Cn1c(-c2ccc(F)cc2)cnc1NCc1cccc([N+](=O)[O-])c1,-18,-8%,-1%,11%,-10,?,-2%,1%,-0.8
COc1ccc(CNC(=O)c2cc(Nc3ccc(OC)cc3OC)nc3ccccc23)cc1,1,-1%,0%,12%,/,?,2%,-1%,-0.1
CCN1CC(CN(C)Cc2nc(COc3ccccc3)no2)CC1=O (configuration not stated),1,-11%[15.4 µM],1%,1%,-14,?,-3%,-4%,0.2
Cc1nc2ccc(S(=O)(=O)Nc3cc(-c4nc5cccnc5s4)ccc3C)cc2s1,-2,7%,-7%,-11%,6,-7%,-1%,?,-0.5
CCOC(=O)C(C)(C)Oc1ccc(Cl)cc1,-9&11,-4%,-2%,18%[56.9 µM],-13,-2%,1%&0%&-6%&-6%&-3%&-5%,1%&4%,0.9
CCCc1cc(=O)c2ccc(OCC(C)=O)cc2o1,1,-2%,2%,-3%,5,11%,-2%,0%,0.7
CCc1ccc(-n2c(C)nnc2SCc2nc(-c3ccc(OC)cc3)no2)cc1,-3,0%,2%,-29%,/,-28%,1%,4%,-0.3
Cc1ccc2nc(C)c(C(=O)N/N=C/c3ccccc3[N+](=O)[O-])cc2c1,-2,8%,3%,-17%,-5,4%,-1%,-3%,0.3
COC(=O)Cn1cc(C(=O)OC)cc(Br)c1=O,-1,4%,-3%,-18%,-12,92%[activator],0%,5%,0.7
CCCCn1c(N)c(N(CCC(C)C)C(=O)CSc2nc3ccccc3s2)c(=O)[nH]c1=O,-4,/,-1%,/,/,-8%,-5%,-5%,/
Cc1cc(N2C(=O)C(O)=C(C(=O)c3ccco3)C2c2cccc(Oc3ccccc3)c2)no1 (configuration not stated),0,4%,-18%,13%,3,?,-1%,-3%,-0.1
CCn1c(SCC(=O)OC)nc2sc3c(c2c1=O)CCC3,-14,/,-2%,6%,4,?,-1%,-7%,0.8
Cc1ccc2nc(NCCc3ccccc3)c3nncn3c2c1,-10&-2,6%&-5%,-11%&1%,9%&-6%,3,4%&4%,4%&-2%,4%&3%,-0.8
CN(C)c1ccc(C(CNS(=O)(=O)c2ccc(Br)cc2)N2CCCC2)cc1 (configuration not stated),-4,1%,-2%,16%,/,?,-3%,4%,1.2
N#Cc1cc([N+](=O)[O-])ccc1Oc1cccc(/C=N/NC(=O)c2ccc(Cl)cc2)c1,-2,-21%,7%,?,3,0%,0%,-5%,-0.1
CCCCNC(=O)CCNC(=O)c1ccc(C(C)(C)C)cc1,-1,2%,-6%,-48%,-7,13%,-2%,-1%,0.6
COc1cccc(OCc2cc(C(=O)NC3CCOCC3)no2)c1,-4,14%,-28%,9%,-17,-3%,5%,1%,-0.3
Cc1ccccc1NC(=S)N1CCCC1,-9,-14%,3%,8%,1,-26%,-6%,0%,0.6
CCOc1ccc(C2=CS/C(=C(\C#N)c3nnc4n3CCCCC4)N2CC)cc1,5,0%,0%,-18%,-5,-14%,-3%,0%,1.6
O=C(O)C(C/C(=N/O)c1ccc(Br)cc1)P(=O)(c1ccccc1)c1ccccc1 (configuration not stated),-7,6%,-11%,6%,-1,?,-4%,4%,0.8
Cc1ccccc1Cn1c(CN2CCc3ccccc3C2)nc2c1c(=O)n(C)c(=O)n2C,6&6,/,-1%,-9%,6,?,-2%,0%,-0.5
CC(C)n1cnc2c(NCc3ccc(S(N)(=O)=O)cc3)nc(NCc3ccc(S(N)(=O)=O)cc3)nc21,0,0%,4%,7%,-3,14%,-2%,2%,-1.1
Cc1cccc(N2CCN(C(=O)c3cc(=O)[nH]c4ccccc34)CC2)c1C,1,-5%,2%,-8%,9,?,-4%,4%,2.1
c1ccc(-c2ccc(C3CCCN3)cc2)cc1 (configuration not stated),-6,-5%,1%,-2%,/,-13%,1%,0%,/
CC(=O)COc1ccc(-c2csnn2)cc1,-6,-7%,2%,-16%,18,103%[activator],1%,4%,-0.1
O=C(COC(=O)c1ccc(Cl)cc1[N+](=O)[O-])NCc1ccco1,-2,?,6%,-1%,/,43%[activator],-1%,5%,/
CN1CCN(CCC(=O)N/N=C/c2ccccn2)CC1,-10,-4%,-8%,-8%,-6,-3%,-1%,1%,0.5
Cc1cc(C)c(S(=O)(=O)Nc2c(C)[nH]c(=O)[nH]c2=O)c(C)c1,-2,/,-1%,1%,3,10%[57.4 µM],-5%,1%,1.8
